# VEEV TC-83 Vero – inhibitors of VEEV TC-83 cytopathic effect, confirmation, Vero cells (AID 588727) | Vero cells, VEEV TC-83 cytopathic effect inhibition; higher % means a stronger effect | inhibition, % at 20 µM; hits with a dose series show IC50 in µM | hit rate 0.13% among 350,000; in the data active means a potency from the dose series; inconclusive means inhibition mostly from about 14% at the one dose, without a potency; inactive means the rest, 99 in 100 with inhibition below about 12%; further: strong numbers were not always called active
# influenza NS1A – H1N1 influenza NS1A inhibitors, functional cell based assay (AID 504329); NS1A functional cell-based assay, percent inhibition; higher % means a stronger effect; hit rate 0.3% among 340,000; inhibition, % at 12.5 µM, or IC50 in µM where a hit was titrated; in the data active means a potency from the dose series; inconclusive means inhibition above about 27% without an active follow-up result; further: strong numbers were not always called active
# Salmonella PhoP GFP – PhoP regulon inhibitors, Salmonella typhi PhoP promoter GFP reporter, confirmatory (AID 1850). hit rate 0.33% among 310,000. inhibition, % at 50 µM; hits with a dose series show IC50 in µM. Salmonella Typhi PhoP-promoter GFP reporter, fluorescence, 4 h; higher % means a stronger effect; in the data active means a potency from the dose series; inconclusive means inhibition mostly from about 25% at the one dose, without a potency; inactive means the rest, 99 in 100 with inhibition below about 19%;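 further: 0% = induced wells with vehicle and 100% = uninduced wells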
# H37Rv inhibition – M. tuberculosis growth inhibition, HTS (AID 449762); M. tuberculosis H37Rv growth inhibition, 7H9 media; higher % means a stronger effect; one-dose inhibition, % at 25 µM; IC50 in µM for titrated hits; hit rate 0.59% among 330,000; in the data active means a potency from the dose series; inconclusive means inhibition above about 70% without an active follow-up result;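 further: bacterial growth assessed after seven days of incubation; strong numbers were not always called active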
# tuberculosis growth – growth inhibition of non-replicating M. tuberculosis (AID 488890); Mycobacterium tuberculosis non-replicating, growth inhibition; higher % means a stronger effect; hit rate 0.39% among 320,000; one-dose inhibition, % at 25 µM; IC50 in µM for titrated hits; in the data active means a potency from the dose series; inconclusive means inhibition mostly from about 82% at the one dose, without a potency; inactive means the rest, 99 in 100 with inhibition below about 76%;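 further: plate controls were DMSO cells for no effect and high antibiotic wells for full effect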
# VEEV TC-83 Vero 10K pilot screen – recorded beside VEEV TC-83 Vero, whose call it bears; inhibition, %; measured here: 10K pilot screen inhibition
# An asterisk follows results filed as active; i = inactive; ? = inconclusive; · = no result given.
SMILES,VEEV TC-83 Vero,influenza NS1A,Salmonella PhoP GFP,H37Rv inhibition,tuberculosis growth,others
COCCN1C(=O)N[C@@H](c2ccco2)C(C(=O)OC)=C1C,0.9%,-7%,-3%,1%,13%,VEEV TC-83 Vero 10K pilot screen=1.1
COc1ccc(/C=C/c2nc3ccccc3c(=O)n2-c2cccc(C(=O)O)c2)cc1,1.6%,-25%,-2%,2%,10%,
O=C(NC1CCCCC1)c1ccc(CS(=O)(=O)c2ccc(Cl)cc2)o1,1.8%,5%,3%,6%,4%,
O=C(COc1ccccc1C(=O)c1cnn(-c2ccccc2)c1)Nc1ccccc1,10%,-5%,-5%,8%,54%,
COc1cc(C2C(C#N)=C(N)Oc3n[nH]c(C)c32)ccc1OC(=O)c1ccccc1 (stereo not drawn),i,4%,-4%,2%,1%,
C=C1SC(Nc2c(C)cc(C)cc2C)=NC12CCCCC2,2.7%,4%,10%,5%,?,
S=C(NCc1ccco1)N1CCN(c2ccccc2Cl)CC1,2.0%,-2%,2%,0%,36%,
Clc1ccc2nc(CSc3nncn3-c3ccccc3)cn2c1,1.4%,-8%,-2%,0%,-16%,
O=C(Nc1cc([N+](=O)[O-])ccc1N1CCCC1)c1ccccc1,i,4%,3%,-1%,-2%,
CCc1noc(C)c1C(=O)Nc1cc(S(=O)(=O)N(CC)CC)ccc1N1CCCC1,1.4%,-4%,4%,-6%,0%,
Cc1ccc2c(c1)N(C(=O)CCC(=O)NCc1cccc(Br)c1)CC(C)O2 (stereo not drawn),4.9%,9%,2%,-3%,9%,
COc1ccccc1Cn1c(CCCO)nc2ccccc21,i,-1%,2%,-3%,8%,
CCC(C)n1ncn(-c2ccc(N3CCN(c4ccc(OC)cc4)CC3)cc2)c1=O (stereo not drawn),0.6%,22%,-11%,-15%,-12%,
CCCN(CC(=O)Nc1ccccc1OC)C(=O)Cc1ccc2c(c1)CCC2,8.2%,1%,·,-2%,25%,
Fc1ccc(CNC(=S)Nc2cccc(Cl)c2)cc1,0.4%,1%,-1%,-5%,?,
CCCCC(=O)C1=C(N2CCCC2)CC(C)(C)CC1=O,1.8%,-1%,-9%,-4%,-2%,
Nc1c2c(nc3ccccc13)N(C1CCCCC1)CC2,2.4%,5%,3%,1%,76%,
Cc1ccc(C(=O)Nc2ccccc2C(=O)N2CCCC2)cc1[N+](=O)[O-],1.1%,5%,-12%,-6%,2%,
NC(=O)c1ncc(C(F)(F)F)cc1Oc1cccc(F)c1,0.0%,-1%,11%,-3%,-6%,
Cc1nc(SCN2C(=O)c3ccccc3C2=O)n[nH]1,7.0%,0%,-1%,4%,-12%,

# A portion taken from the entries so far:
SMILES,VEEV TC-83 Vero,influenza NS1A,Salmonella PhoP GFP,H37Rv inhibition,tuberculosis growth,others
CCCCC(=O)C1=C(N2CCCC2)CC(C)(C)CC1=O,1.8%,-1%,-9%,-4%,-2%,
Nc1c2c(nc3ccccc13)N(C1CCCCC1)CC2,2.4%,5%,3%,1%,76%,
Cc1ccc(C(=O)Nc2ccccc2C(=O)N2CCCC2)cc1[N+](=O)[O-],1.1%,5%,-12%,-6%,2%,
NC(=O)c1ncc(C(F)(F)F)cc1Oc1cccc(F)c1,0.0%,-1%,11%,-3%,-6%,
Cc1nc(SCN2C(=O)c3ccccc3C2=O)n[nH]1,7.0%,0%,-1%,4%,-12%,

# Carrying on:
SMILES,VEEV TC-83 Vero,influenza NS1A,Salmonella PhoP GFP,H37Rv inhibition,tuberculosis growth,others
CCOC(=O)c1c(C)[nH]c(C)c1C(=O)COC(=O)c1cccc(S(=O)(=O)NC)c1,5.9%,0%,-1%,53%,50%,
COc1ccccc1CN(C(=O)c1cnccn1)C(C(=O)NC1CCCCC1)c1cc(OC)c(OC)c(OC)c1 (stereo not drawn),i,0%,9%,4%,6%,
Cn1c(=O)c2c(ncn2CC(=O)OCC(=O)NCCc2ccccc2)n(C)c1=O,0.9%,-4%,·,·,·,
COc1ccccc1CN(C)S(=O)(=O)c1cccs1,i,-3%,-5%,3%,1%,
CCOCCCNC(=O)C1CCC(CNS(=O)(=O)c2ccc(F)cc2)CC1 (stereo not drawn),i,-5%,16%,-7%,0%,
Cc1ccc(-c2nnc3sc(CCc4ccccc4)nn23)cc1,1.1%,3%,-11%,?,?,
O=C1S/C(=C\c2ccc(O)c([N+](=O)[O-])c2)C(=O)N1c1ccccc1Cl,4.2%,14%,-8%,69%,?,
O=C(Cc1ccccc1)NCC(=O)OCC(=O)c1ccc([N+](=O)[O-])cc1,1.6%,-3%,1%,5%,46%,
C/C=C(\C)CN1CCC(n2nccc2NC(=O)CCOc2ccccc2)CC1,0.5%,2%,9%,-5%,-5%,
Cc1ccc(S(=O)(=O)c2ccc(Cl)cc2)cc1S(=O)(=O)N(C)CC(=O)O,0.7%,6%,-8%,3%,-16%,
Cc1ccc(C(=O)N(Cc2nc(-c3ccc(C)cc3)no2)C(C)C)cc1,0.3%,2%,-6%,-4%,-24%,
CCS(=O)(=O)N1CCC(c2nc(-c3ccc(C)cc3)no2)CC1,i,0%,-8%,10%,14%,
Cc1noc(C)c1C(=O)OCC(=O)NC1CC1,1.9%,-2%,15%,6%,-7%,
O=C(c1ccc2oc(CCCc3ccccc3)nc2c1)N1CCCC(CCCO)C1 (stereo not drawn),0.8%,-6%,-8%,-3%,8%,
COCCn1c(=O)[nH]c2cc(C(=O)N3CCN(c4ccc(OC)cc4)CC3)ccc2c1=O,0.6%,7%,-12%,5%,1%,
COc1ccc(OC)c(S(=O)(=O)Nc2cc3c4c(c2)CC(=O)N4CCC3)c1,1.3%,-9%,7%,7%,-19%,
Cc1cc(C(F)F)n2ncc(C(=O)NCCc3ccccc3Cl)c2n1,2.7%,14%,-5%,6%,21%,
CN(CC(=O)Nc1ccc2c(c1)OCCO2)S(=O)(=O)c1ccc(F)cc1,0.9%,-3%,6%,2%,-2%,
CCOc1cc(C2CC(=O)N3CN(C4CCCCC4)CSC3=C2C#N)ccc1O (stereo not drawn),2.1%,32%,-8%,2%,35%,
CCOC(=O)Cc1csc(NS(=O)(=O)c2ccc3c4c(cccc24)C(=O)N3CC)n1,1.4%,10%,-13%,-8%,-5%,

# Filtered by structure, the compounds so far containing a furan ring, fused or not (3)
SMILES,VEEV TC-83 Vero,influenza NS1A,Salmonella PhoP GFP,H37Rv inhibition,tuberculosis growth,others
COCCN1C(=O)N[C@@H](c2ccco2)C(C(=O)OC)=C1C,0.9%,-7%,-3%,1%,13%,VEEV TC-83 Vero 10K pilot screen=1.1
O=C(NC1CCCCC1)c1ccc(CS(=O)(=O)c2ccc(Cl)cc2)o1,1.8%,5%,3%,6%,4%,
S=C(NCc1ccco1)N1CCN(c2ccccc2Cl)CC1,2.0%,-2%,2%,0%,36%,

# Other results follow:
SMILES,VEEV TC-83 Vero,influenza NS1A,Salmonella PhoP GFP,H37Rv inhibition,tuberculosis growth,others
CC1(C)CC(NC(=O)c2c(N)no[n+]2[O-])CC(C)(C)N1,0.9%,-2%,2%,5%,0%,
O=C(N1CCN(c2ccccc2F)CC1)C1(S(=O)(=O)c2ccc(Cl)cc2)CC1,0.7%,4%,1%,3%,16%,
O=S(=O)(Cc1noc(-c2ccc(OC(F)(F)F)cc2)n1)c1ccc(F)cc1,i,·,5%,-7%,7%,
CC/C=C/C(=O)N1CC2(CC(c3cccc(NC(=O)CC)c3)=NO2)C[C@H]1C(N)=O (stereo partly drawn),0.2%,11%,-14%,-3%,-17%,
COC(=O)C1=C(c2ccc(C(C)=O)cc2)C[C@@H]2CC[C@H]1N2C(=O)NCCO,i,-1%,·,-12%,-24%,
O=C(c1ccccc1)N1CCN(C(=O)c2ccc3c(c2)OCCO3)CC1,0.2%,-2%,-2%,8%,-1%,
NC(=NCCc1c[nH]c2ccccc12)NS(=O)(=O)c1cc(F)ccc1F,0.9%,-1%,2%,0%,9%,
CCC(C)(C)NC(=O)C(c1ccccc1Cl)N(C(=O)CCC(=O)Nc1cc(C)on1)C1CC1 (stereo not drawn),i,-8%,-14%,6%,-4%,
COC(=O)C1=C(C)N(CCCCCC(=O)O)C(=O)NC1c1ccccc1 (stereo not drawn),0.1%,-5%,-28%,45%,-8%,
CN(C)c1ccc(C=c2c3cc([N+](=O)[O-])ccc3n3c2cc(-c2ccccc2)[n+]3C)cc1,2.0%,4.3µM*,·,·,·,
O=S(=O)(c1ccc(F)cc1)N1CCN(Cc2cc3c(cc2Br)OCCO3)CC1,3.4%,-3%,·,9%,44%,
CN(C)CCCOc1nn(Cc2ccccc2)c2ccccc12,3.2%,8%,15%,3%,8%,
CN(CC(=O)Nc1ccccc1Br)C(=O)c1cc(Cl)nc2ccccc12,5.4%,-2%,·,-13%,15%,
CCOc1ccc(S(=O)(=O)N(C)c2ccc(OCC(=O)N3c4ccc(C)cc4C4CN(C)CCC43)cc2)cc1 (stereo not drawn),i,-2%,7%,-2%,34%,
COC(=O)c1c(C)[nH]c(C(=O)C(C)OC(=O)c2cnc(C)cn2)c1C (stereo not drawn),4.1%,-5%,·,6%,-5%,
COc1ccc(C)cc1NC(=O)C1CCN(S(=O)(=O)c2c(C)noc2C)CC1,0.7%,-2%,25%,4%,1%,
CCn1c(Cc2c(C)[nH]c3ccccc23)nnc1SCC(=O)NCc1ccco1,0.6%,7%,-14%,-4%,24%,
Cc1ccc(CNC(=O)c2ccc(Cl)c(S(=O)(=O)N3CCCCC3)c2)cc1,i,-5%,·,5%,5%,
COc1ccc(CCNC(=O)COc2ccc(C)nc2[N+](=O)[O-])cc1,2.1%,-5%,1%,0%,14%,
Cc1cccc(C)c1NC(=O)CN1CCc2ccccc2C1,i,-2%,0%,4%,-5%,

# Compounds shown so far that have two or more sulfur atoms (three):
SMILES,VEEV TC-83 Vero,influenza NS1A,Salmonella PhoP GFP,H37Rv inhibition,tuberculosis growth,others
COc1ccccc1CN(C)S(=O)(=O)c1cccs1,i,-3%,-5%,3%,1%,
Cc1ccc(S(=O)(=O)c2ccc(Cl)cc2)cc1S(=O)(=O)N(C)CC(=O)O,0.7%,6%,-8%,3%,-16%,
CCOC(=O)Cc1csc(NS(=O)(=O)c2ccc3c4c(cccc24)C(=O)N3CC)n1,1.4%,10%,-13%,-8%,-5%,

# Three structures from above, ordered by molecular weight, rising.
SMILES,VEEV TC-83 Vero,influenza NS1A,Salmonella PhoP GFP,H37Rv inhibition,tuberculosis growth,others
CN(C)CCCOc1nn(Cc2ccccc2)c2ccccc12,3.2%,8%,15%,3%,8%,
COc1ccc(CCNC(=O)COc2ccc(C)nc2[N+](=O)[O-])cc1,2.1%,-5%,1%,0%,14%,
O=S(=O)(c1ccc(F)cc1)N1CCN(Cc2cc3c(cc2Br)OCCO3)CC1,3.4%,-3%,·,9%,44%,

# Other entries.
SMILES,VEEV TC-83 Vero,influenza NS1A,Salmonella PhoP GFP,H37Rv inhibition,tuberculosis growth,others
COc1ccc(-c2cc(C(F)(F)F)n3nc(C(=O)O)cc3n2)cc1OC,1.2%,-2%,-4%,-4%,17%,
C/C(=C\c1ccc(C)o1)C(=O)c1c(C)cc(C)[nH]c1=O,0.7%,5%,-1%,0%,0%,
O=C(CSCc1ccccc1Br)N/N=C/c1ccc2c(c1)OCO2,1.1%,-1%,2%,-10%,19%,VEEV TC-83 Vero 10K pilot screen=3.8
COc1cc(O)c2c(=O)cc(-c3ccccc3)oc2c1,8.2%,4%,9%,-12%,28%,
CCC(=O)N(Cc1ccco1)c1nc(-c2ccc(OC)cc2)cs1,0.6%,1%,-6%,-1%,-15%,
CC(SCc1ccccc1)C(=O)N/N=C/c1ccc2c(c1)OCO2 (stereo not drawn),1.1%,7%,5%,-2%,-1%,
